High-throughput results deposited in PubChem by several laboratories.
SR-BI DiI-HDL act = enhances SR-BI lipid uptake from DiI-HDL. AID 504775. activation, % at 12.5 µM. 320,000 compounds, 0.096% hits. CHO ldlA[mSR-BI] cells, DiI-HDL uptake fluorescence, 3 h; 100 = double the neutral-control signal;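 active means mean replicate activation of at least 60% and every replicate at or above 60%; inconclusive means mean or all-replicate condition met, but not both; inactive means mean below 60% and not all replicates reaching 60%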;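 further: 0% = median plate neutral-control signal and 100% = twice that signal; values of inactives mirror those of a sister screen read the other way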
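Material: SR-BI-overexpressing, LDLR-lacking CHO cells; schedule: compound exposure 3 h, 37 °C; reagent: DiI-labelled HDL at 10 µg/mL final; technique: bottom-read fluorescence, 550/595 nm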
SUMO Mot1 rescue = inhibitors of SUMOylation pathway: yeast Mot1-301 growth rescue. 320,000 compounds, 1% hits. growth rescue, % at 18.8 µM. S. cerevisiae Mot1-301 growth rescue, ATP luminescence, 38.5C; percent above DMSO median, 100 means doubled;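 active means every valid replicate shows activation above 250% relative to neutral control wells; inactive means the rest, any valid replicate at or below 250%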;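 further: OY570 slx delta 5 strain wells were the positive control but not used for scaling; some compounds called inactive have numbers as strong as hits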
SR-BI HDL uptake = blocks mouse SR-BI lipid uptake from DiI-HDL; Q61009; AID 488896; inhibition, % at 12.5 µM; ldlA[mSR-BI] CHO cells, DiI-HDL uptake fluorescence, 3 h; 320,000 compounds, 0.96% hits;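 active means mean replicate inhibition of at least 70% and a set share of replicates each scoring 70 or more; inconclusive means meets just one of the two criteria; inactive means fails both criteria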;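 further: 0% = median of neutral control wells and 100% = median of positive control wells; values of inactives mirror those of a sister screen read the other way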
dFosB act = activators of mouse delta FosB homodimer; AID 493131; P13346; 340,000 compounds, 0.99% hits; activation, % at 25 µM; purified delta FosB, TAMRA-CDK5 oligo fluorescence polarization; percent of positive-control signal above neutral wells;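 active means mean activation above about 17%, with every replicate also reaching it, limit read from the data, passing the limit was not always enough; inconclusive means only one of the two conditions met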;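 further: fluorescence polarization rise as delta FosB binds a TAMRA Cdk5 AP-1 oligo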
Target sequence (P13346 whole entry, looked up): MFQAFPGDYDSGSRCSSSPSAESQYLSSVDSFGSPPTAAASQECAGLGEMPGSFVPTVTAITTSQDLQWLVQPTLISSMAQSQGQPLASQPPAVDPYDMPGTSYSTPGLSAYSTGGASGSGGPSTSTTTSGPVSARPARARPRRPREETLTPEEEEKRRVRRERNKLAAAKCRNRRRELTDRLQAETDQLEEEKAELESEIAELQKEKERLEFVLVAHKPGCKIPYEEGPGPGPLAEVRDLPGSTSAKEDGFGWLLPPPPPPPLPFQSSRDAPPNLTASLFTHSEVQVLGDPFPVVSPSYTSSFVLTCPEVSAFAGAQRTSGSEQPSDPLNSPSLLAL
NSD2 inh = inhibitors of human histone methyltransferase NSD2; O96028; NSD2 peptide methylation, AlphaScreen, 120 min; inhibition, % at 12.5 µM; 310,000 compounds, 0.54% hits; in the data active means inhibition above about 50%
Arrestin-AP2 inh = blocks beta-arrestin peptide binding to AP2 adaptin; FITC-arrestin peptide / GST-AP2 beads, flow cytometry; AP2 beta2 appendage carries R879A mutation; inhibition, % at 10 µM; 340,000 compounds, 0.31% hits;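 active means inhibition above a set limit, near 3 SD of compounds lacking own fluorescence, cut at about 54% in these data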;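 further: plate controls were DMSO wells for no effect and 5 µM unlabelled arrestin peptide for full effect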
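System: GST-AP2 R879A glutathione beads; medium: PBS, Tween 20 0.05%, BSA 0.1%; reagent: fluorescein-tagged arrestin peptide at 50 nM final; schedule: pre-incubation 12 min, peptide binding 1 h, room temperature; detection: flow cytometry, FL1 (488/535 nm); read-out: inhibition as reduced fluorescein signal on beads, percent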
CDK5 p35 inh = CDK5/p35 (human) kinase inhibition; Q00535+Q15078; Recombinant CDK5/p35, ADP-Glo luminescence, 60 min; inhibition, % at 10 µM; 330,000 compounds, 0.01% hits;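 active means highest replicate inhibition of at least 50% and at least 75% of replicates reaching 50%; inconclusive means only one of the two criteria met; inactive means both criteria failed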;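 further: plate controls were DMSO neutral control for no effect and GW8510 at 10 µM for full effect; many of its hits are not listed in these tables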
PKA-R1A activ = activates the PKA-R1A holoenzyme complex. P00514+P68181. PKA-R1A dissociation, Cy5-IP20 fluorescence polarization; scaled: DMSO 0%, 113 µM cGMP 100%. activation, % at 11.4 µM. 340,000 compounds, 0.083% hits. AID 504707;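 active means percent activation above the mean of all tested compounds plus 3 SD, cut at about 19% in these data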;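 further: higher means more PKAc released from R1A so a rise in polarization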
PKA-R2B activ = activators of human PKA-R2B complex. PKA-R2B holoenzyme dissociation, Cy5-IP20 fluorescence polarization; R2B truncated from residue 108, S112A mutant; 0% DMSO only, 100% 113 µM cGMP. 340,000 compounds, 0.079% hits. activation, % at 11.4 µM;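 active means activation above a cutoff set at the mean over all compounds plus 3 SD, cut at about 18% in these data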;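 further: higher means more holoenzyme dissociation and a rise in polarization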
Target sequence (P31323 whole entry, looked up, other chains not shown, the tested form may be a part): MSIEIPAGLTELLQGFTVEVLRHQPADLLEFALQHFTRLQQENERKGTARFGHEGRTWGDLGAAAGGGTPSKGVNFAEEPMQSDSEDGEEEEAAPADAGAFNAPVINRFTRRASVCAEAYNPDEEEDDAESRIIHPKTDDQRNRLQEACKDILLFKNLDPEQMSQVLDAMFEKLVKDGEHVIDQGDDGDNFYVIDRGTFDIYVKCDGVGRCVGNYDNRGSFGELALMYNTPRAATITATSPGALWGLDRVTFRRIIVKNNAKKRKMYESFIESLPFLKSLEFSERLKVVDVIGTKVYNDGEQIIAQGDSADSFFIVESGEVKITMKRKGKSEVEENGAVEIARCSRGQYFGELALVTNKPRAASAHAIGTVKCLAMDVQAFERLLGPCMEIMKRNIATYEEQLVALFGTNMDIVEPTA
Pemphigus Ab inh = inhibitors of pemphigus antibody binding to human desmoglein-3. 310,000 compounds, 0.48% hits. P32926. DSG3-coupled beads, scFv-anti-DSG3-GFP binding, flow cytometry; hits give low values. binding (percent of control), % at 10 µM. AID 588358;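 active means binding more than 3 SD below its plate's average and above zero; inconclusive means below that plate limit but binding exactly zero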;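 further: hits lower antibody fragment binding to DSG3; some compounds called inactive have numbers as strong as hits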
MITF TRPM1 HTS = MITF TRPM1 promoter activation in melanoma cells. SK-MEL-5 TRPM1-promoter luciferase, 24 h; % of positive control, neutral wells = 0. activation, % at 12.5 µM. 300,000 compounds, 0.75% hits. AID 588334;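 active means mean activation of at least 80% with every replicate also reaching 80%; inconclusive means mean reaches 80% but some replicate falls short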;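 further: 0% = neutral control wells and 100% = parthenolide positive control wells; values of inactives mirror those of a sister screen read the other way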
Active calls of the source: *; ? = inconclusive; . = no result given.

SMILES	SR-BI DiI-HDL act	SUMO Mot1 rescue	SR-BI HDL uptake	dFosB act	NSD2 inh	Arrestin-AP2 inh	CDK5 p35 inh	PKA-R1A activ	PKA-R2B activ	Pemphigus Ab inh	MITF TRPM1 HTS
CCOc1ccccc1C(=O)NC(C(=O)OCC(=O)Nc1nnc(-c2ccccc2)o1)C(C)C (configuration not stated)	-1	-3	1	5	.	1	-0.8	-1	-8	111	1
O=C(O)c1cccc(NC(CNS(=O)(=O)c2ccc(Cl)cc2)c2ccccc2)c1 (configuration not stated)	15	-23	-15	2	-3	5	2.5	2	-1	100	-5
Cc1ccccc1N1CCN(C2CCCN(C(=O)c3ccsc3)C2)CC1 (configuration not stated)	-6	10	6	-2	.	0	2.4	-5	-22	100	9
O=C(NCc1ccccc1)c1cc(S(=O)(=O)N2CCCCC2)ccc1N1CCOCC1	14	-13	-14	-8	0	10	-0.3	1	-7	112	2
Cc1ccc(/C=C2/CCc3c([nH]c4ccccc34)C2=O)cc1	9	4	-9	-8	-2	10	-1.0	-5	2	101	100*
O=C(NCc1ccccc1)C1CCCN(S(=O)(=O)c2cccc3nonc23)C1 (configuration not stated)	-12	-2	12	12	-1	-3	-0.4	-1	-11	134	-9
O=C(COC(=O)c1ccc(Cl)nc1)Nc1ccc(N2CCOCC2)cc1	8	.	-8	3	-1	11	-1.9	-10	-6	79	10
CC1Cn2c(nc3sc4c(c3c2=O)CC(C)(C)OC4)N1CCO (configuration not stated)	-64	-9	64	5	1	-7	1.0	10	-6	105	-10
O=C(NCCCN1CCOCC1)c1onc(CSc2nc3ccccc3[nH]2)c1C(=O)NCCCN1CCOCC1	43	54	-43	-2	.	4	0.1	0	-2	109	5
CCOC(=O)c1ccc(-c2c(-c3ccc4c(c3)OCO4)noc2-c2ccsc2)cc1F	20	-5	-20	1	.	3	-2.1	-1	7	103	10
Cc1ccc(-c2cc(C(=O)Nc3ccc(S(=O)(=O)Nc4cc(C)on4)cc3)c3ccccc3n2)c(C)c1	-14	-15	14	-12	3	33	0.2	9	3	94	-2
CCCOc1ccc(Cc2nn[nH]n2)cc1	10	4	-10	5	2	20	-0.6	6	5	87	10
O=C(NC1=NCCS1)c1ccc(Cl)c(S(=O)(=O)N2CCCC2)c1	-3	9	3	-13	-2	45	1.3	-11	-5	98	-4
CC(C)c1nc(SCC(=O)Nc2cccc(S(N)(=O)=O)c2)n[nH]1	16	-5	-16	4	2	-1	-0.9	-6	7	110	-5
CCN(Cc1ccccc1)C(=O)c1cc2cc(OC)c(OC)cc2[nH]1	-14	-1	14	1	1	-15	0.0	-11	-4	101	7
c1ccc2nc3c(nc2c1)CCc1nonc1-3	6	144	-6	1	1	7	-0.5	8	12	95	17
CS(=O)(=O)N(CC(=O)NC1CCCC1)C1CCCCC1	39	2	-39	0	5	-11	-0.2	-8	5	105	-13
Cc1ccc(/C=N/NC(=O)c2ccc(C(=O)N/N=C/c3ccc(C)s3)o2)s1	-17	5	17	?	-4	35	1.7	-3	-1	81	20
CS(=O)(=O)N(CC(=O)N1CCCCC1)Cc1ccc(Cl)cc1	-12	-2	12	-2	-1	-1	0.1	-3	-9	122	10
COc1cc(NC(=S)N2CCN(CCO)CC2)c(OC)cc1Cl	2	2	-2	-7	0	0	-0.1	-14	-2	93	-6
Cc1ccsc1C(=O)OCc1csc(-c2ccccc2)n1	2	-13	-2	-6	-2	16	0.3	-5	8	95	15
COc1ccc(OC)c(Nc2nc(-c3sc(N)nc3C)cs2)c1	-52	2	52	-10	.	10	0.5	-1	1	90	6
O=C(NCC1CCCO1)c1nn2cccnc2c1Cl (configuration not stated)	.	-5	.	6	-1	25	-0.6	-2	3	.	4
Cc1cccc[n+]1CC(=O)c1ccc2c(c1)OCCO2	0	3	0	-2	2	-2	2.8	-14	-12	108	5
CC(=O)Oc1ccc(C(=O)Nc2nccs2)cc1	12	-18	-12	-9	.	21	2.2	7	-2	97	.
(further entries)
SMILES	SR-BI DiI-HDL act	SUMO Mot1 rescue	SR-BI HDL uptake	dFosB act	NSD2 inh	Arrestin-AP2 inh	CDK5 p35 inh	PKA-R1A activ	PKA-R2B activ	Pemphigus Ab inh	MITF TRPM1 HTS
COCCn1cnnc1SCC(=O)Nc1sc2c(c1C#N)CCC2	-2	0	2	-5	1	-9	1.0	-3	-2	99	4
Cc1ccc(OCC(=O)Nc2ccc3c(c2)OCCO3)cc1C	1	6	-1	-7	-2	0	-0.9	7	-1	138	-18
NCCCCCNC(=O)/C=N\O	1	.	-1	6	4	2	2.0	7	-14	84	.
Cc1cccc(C(=O)NCC(=O)N2CC=C(c3ccccc3)CC2)c1	-9	8	9	-3	1	-8	-2.3	-2	-4	97	2
C(=N\N1CCN(C2c3ccccc3-c3ccccc32)CC1)/c1ccccn1	-42	-5	42	-3	3	6	0.7	-16	-2	96	-6
COc1cc(OC)cc(-n2nnnc2SCC(=O)NC2CCCC2)c1	20	-16	-20	-4	-2	1	-0.7	2	-7	107	-5
COc1ccc(CN2C(=O)c3cccnc3C2=O)cc1S(=O)(=O)N1CC(C)Oc2ccccc21 (configuration not stated)	25	49	-25	-1	-2	23	-1.0	-12	-2	98	0
CC(C)(C)c1ccc(-c2csc(NC(=O)CN3C(=O)NC4(CCCCC4)C3=O)n2)cc1	-8	-9	8	-17	0	2	-0.3	-10	6	94	9
COc1ccc(-n2nc(C(=O)NCC(=O)N3CCCC(C)C3)c3ccccc3c2=O)cc1Cl (configuration not stated)	.	12	.	-26	38	19	0.5	1	12	.	64
Cc1ccc(OCC(=O)Nc2ccc(Cl)cc2)c([N+](=O)[O-])n1	-10	-13	10	-4	0	19	0.2	-11	4	104	110*
Cc1cc(/C=N/n2cnnc2)c(O)c([N+](=O)[O-])c1	8	.	-8	5	20	0	-3.2	1	-4	102	-3
Cn1nnc(NC(=S)NC(=O)c2cc3ccccc3o2)n1	.	44	.	-1	-2	-1	-0.2	-2	0	96	8
O=C(O)c1ccn(CSc2cc(Cl)ccc2Cl)n1	9	2	-9	1	-3	-2	0.4	-5	-7	97	-3
O=C(Cc1ccccc1)NCCc1c[nH]c2ccccc12	6	-22	-6	5	0	38	2.1	-3	-10	109	-5
C/C(=N\N=C1\NC(=O)C(CC(=O)Nc2ccccc2F)S1)C1CCCCC1 (configuration not stated)	-9	-19	9	-18	-3	19	-0.4	1	1	109	3
CCOC(=O)c1cnc2c(OC)cccc2c1N1CCN(c2ccccn2)CC1	4	-7	-4	-1	4	-1	0.5	-1	2	.	-7
COc1ccc(C2CC(c3ccc(Br)cc3)=NN2C(=O)CSC2=NCCS2)cc1 (configuration not stated)	-24	-4	24	-8	12	-2	0.7	-3	7	.	0
OC(CNC1Cc2ccccc2C1)c1ccccc1 (configuration not stated)	11	-8	-11	3	-7	16	4.3	6	-4	95	17
O=C(NCc1ccco1)c1ccc2c(c1)CCO2	19	5	-19	4	-1	35	0.3	-15	-8	98	.
O=C(CNC(=O)C1COc2ccccc2O1)Nc1cc(Cl)ccc1Cl (configuration not stated)	0	.	0	-5	-2	-10	0.4	-6	-3	103	-8

Single records, as listed above. Order of values: SR-BI DiI-HDL act, SUMO Mot1 rescue, SR-BI HDL uptake, dFosB act, NSD2 inh, Arrestin-AP2 inh, CDK5 p35 inh, PKA-R1A activ, PKA-R2B activ, Pemphigus Ab inh, MITF TRPM1 HTS
`COc1ccc(-n2nc(C(=O)NCC(=O)N3CCCC(C)C3)c3ccccc3c2=O)cc1Cl` (configuration not stated) across the screens: ., 12, ., -26, 38, 19, 0.5, 1, 12, ., 64
`OC(CNC1Cc2ccccc2C1)c1ccccc1` (configuration not stated) across the screens: 11, -8, -11, 3, -7, 16, 4.3, 6, -4, 95, 17
`CC(C)(C)c1ccc(-c2csc(NC(=O)CN3C(=O)NC4(CCCCC4)C3=O)n2)cc1` across the screens: -8, -9, 8, -17, 0, 2, -0.3, -10, 6, 94, 9
`Cc1ccc(OCC(=O)Nc2ccc(Cl)cc2)c([N+](=O)[O-])n1` across the screens: -10, -13, 10, -4, 0, 19, 0.2, -11, 4, 104, 110*
`O=C(NCc1ccco1)c1ccc2c(c1)CCO2` across the screens: 19, 5, -19, 4, -1, 35, 0.3, -15, -8, 98, .

Six of the entries above in order of their number in SUMO Mot1 rescue, rising.
SMILES	SR-BI DiI-HDL act	SUMO Mot1 rescue	SR-BI HDL uptake	dFosB act	NSD2 inh	Arrestin-AP2 inh	CDK5 p35 inh	PKA-R1A activ	PKA-R2B activ	Pemphigus Ab inh	MITF TRPM1 HTS
C/C(=N\N=C1\NC(=O)C(CC(=O)Nc2ccccc2F)S1)C1CCCCC1 (configuration not stated)	-9	-19	9	-18	-3	19	-0.4	1	1	109	3
Cc1ccc(OCC(=O)Nc2ccc(Cl)cc2)c([N+](=O)[O-])n1	-10	-13	10	-4	0	19	0.2	-11	4	104	110*
OC(CNC1Cc2ccccc2C1)c1ccccc1 (configuration not stated)	11	-8	-11	3	-7	16	4.3	6	-4	95	17
C(=N\N1CCN(C2c3ccccc3-c3ccccc32)CC1)/c1ccccn1	-42	-5	42	-3	3	6	0.7	-16	-2	96	-6
O=C(NCc1ccco1)c1ccc2c(c1)CCO2	19	5	-19	4	-1	35	0.3	-15	-8	98	.
Cc1cccc(C(=O)NCC(=O)N2CC=C(c3ccccc3)CC2)c1	-9	8	9	-3	1	-8	-2.3	-2	-4	97	2
